Keap1 Nrf2 FP – disrupts human Keap1 binding to Nrf2 peptide | Q14145 | Keap1 Kelch-Nrf2 peptide fluorescence polarization, 1536-well | inhibition, % at 9.4 µM | 340,000 compounds, 0.15% hits | AID 504523; in the data active = inhibition above about 12%;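 also: human Keap1 Kelch domain with fluorescein labeled Nrf2 9mer peptide probe; 0% = neutral control wells and 100% = peptide positive control; higher means more block of Keap1 binding to Nrf2 peptide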
DSG3 Ab inh – inhibitors of pemphigus antibody binding to human desmoglein-3; P32926; DSG3-coupled beads, scFv-anti-DSG3-GFP binding, flow cytometry; stronger effect = lower value; binding (percent of control), % at 10 µM; 310,000 compounds, 0.48% hits; AID 588358;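 active = binding more than 3 SD below its plate's average and above zero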; also: some compounds called inactive have numbers as strong as hits
Target sequence (P32926 whole entry, looked up): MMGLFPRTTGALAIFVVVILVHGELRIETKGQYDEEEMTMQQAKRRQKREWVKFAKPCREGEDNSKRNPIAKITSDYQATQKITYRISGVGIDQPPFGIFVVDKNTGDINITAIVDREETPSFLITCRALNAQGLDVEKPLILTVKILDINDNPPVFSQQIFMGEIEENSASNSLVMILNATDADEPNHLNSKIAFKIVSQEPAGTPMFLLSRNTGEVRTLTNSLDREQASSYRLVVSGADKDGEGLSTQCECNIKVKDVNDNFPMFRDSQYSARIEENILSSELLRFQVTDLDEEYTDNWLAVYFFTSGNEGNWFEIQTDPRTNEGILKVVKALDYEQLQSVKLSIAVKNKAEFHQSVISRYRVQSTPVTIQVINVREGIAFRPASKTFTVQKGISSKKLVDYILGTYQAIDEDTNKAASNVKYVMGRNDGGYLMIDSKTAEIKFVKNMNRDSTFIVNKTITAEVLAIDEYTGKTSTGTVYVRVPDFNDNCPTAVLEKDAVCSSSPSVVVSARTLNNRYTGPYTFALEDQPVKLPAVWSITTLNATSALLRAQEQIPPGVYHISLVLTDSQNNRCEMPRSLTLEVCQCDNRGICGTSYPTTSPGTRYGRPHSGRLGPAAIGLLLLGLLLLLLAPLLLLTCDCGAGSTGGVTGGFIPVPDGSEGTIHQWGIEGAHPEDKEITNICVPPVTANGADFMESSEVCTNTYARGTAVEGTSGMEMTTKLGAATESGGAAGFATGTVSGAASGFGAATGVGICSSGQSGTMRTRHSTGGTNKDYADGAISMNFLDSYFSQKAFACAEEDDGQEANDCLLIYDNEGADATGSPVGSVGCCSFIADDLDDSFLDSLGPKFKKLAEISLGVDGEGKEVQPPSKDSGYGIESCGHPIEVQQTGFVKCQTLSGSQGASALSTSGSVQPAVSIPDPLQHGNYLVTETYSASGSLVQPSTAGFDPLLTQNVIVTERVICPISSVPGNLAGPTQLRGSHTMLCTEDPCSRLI
LANA DNA inh – inhibitors of KSHV LANA C-terminal domain DNA binding | MBP-C-LANA/FAM-LBS DNA binding, fluorescence polarization | inhibition, % at 9 µM | 340,000 compounds, 0.078% hits;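 active = highest replicate inhibition at or above 60% at 9 µM, even if other replicates fall short; inactive = all replicates below 60% inhibition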;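 also: 0% = neutral control wells and 100% = 4 µM acridine orange control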
RTF Ca sens inh – cardiac RTF calcium desensitization; P19429+P45379; IANBD-labeled cardiac RTF, Ca2+ fluorescence; inhibition, % at 7.15 µM; 340,000 compounds, 0.12% hits; AID 493244;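 active = inhibition above the mean inhibition of all tested compounds plus 3 SD, cut at about 17% in these data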;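 also: assay run at fixed EC70 calcium of 1.6 mM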
OPRM1-OPRD1 inv – inverse agonists of human mu-delta opioid receptor heterodimerization; P35372+P41143; inhibition, % at 9.3 µM; cell-based MOR-DOR heterodimer luminescence, inverse agonism; AID 504357; 340,000 compounds, 0.21% hits; in the data active = inhibition above about 22%, passing the limit was not always enough;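 also: 0% = cells with DMSO and 100% = wells without cells with DMSO; values of inactives mirror those of a sister screen read the other way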
Wnt bcat act – activators of Wnt/beta-catenin signaling; Wnt/beta-catenin reporter cell assay, activator, plate reader; activation, % at 9.35 µM; 300,000 compounds, 1.2% hits; AID 743398; in the data active = activation above about 30%, passing the limit was not always enough;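 also: 0% = neutral control wells and 100% = positive control wells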
Arr AP2 block – blocks beta-arrestin peptide binding to AP2 adaptin | inhibition, % at 10 µM | AID 504490 | 340,000 compounds, 0.31% hits | FITC-arrestin peptide / GST-AP2 beads, flow cytometry; AP2 beta2 appendage carries R879A mutation;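 active = inhibition above a set limit, near 3 SD of compounds lacking own fluorescence, cut at about 54% in these data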;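 also: plate controls were DMSO wells for no effect and 5 µM unlabelled arrestin peptide for full effect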
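Material – GST-tagged AP2 beta2-adaptin appendage (R879A) on 4 µm glutathione beads · Probe or stimulus – fluorescein-tagged arrestin peptide at 50 nM final · Timing – 12 min plus 1 h, RT · Detection – bead flow cytometry, FITC channel · Read-out basis – inhibition as reduced fluorescein signal on beads, percent · Medium – PBS plus Tween 20 (0.05%) and BSA (0.1%)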
cardiac RTF act – increases calcium sensitivity of human cardiac regulated thin filaments | P19429+P45379 | IANBD-labeled TnC RTF fluorescence at EC20 calcium; 0% EC20 calcium, 100% full calcium | activation, % at 7.2 µM | 340,000 compounds, 0.24% hits | AID 493008;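 active = activation above the mean over all tested compounds plus 3 SD, cut at about 30% in these data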;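 also: rise in fluorescence read as greater calcium sensitivity of cardiac thin filaments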
V-ATPase pHluor – regulators of yeast V-ATPase proton transport | S. cerevisiae, pHLuorin cytosolic pH fluorescence | response, % at 10 µM | 350,000 compounds, 0.37% hits | AID 504577; in the data active = response mostly above about 7.3%, no sharp cut-off; inactive = mostly below about 5.4%; also: actives read high; inactives centre near 0; some compounds called inactive have numbers as strong as hits; reference of the scale not given here
OPRM1-OPRD1 ag – agonists of human mu-delta opioid receptor heterodimerization; P35372+P41143; cells, OPRM1-OPRD1 heterodimerization, luminescence; AID 504326; 340,000 compounds, 0.3% hits; activation, % at 9.3 µM; in the data active = activation above about 18%;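 also: 0% = vehicle-treated cells and 100% = reference agonist; values of inactives mirror those of a sister screen read the other way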
An asterisk follows results filed as active; . = not tested or not shown.

SMILES	Keap1 Nrf2 FP	DSG3 Ab inh	LANA DNA inh	RTF Ca sens inh	OPRM1-OPRD1 inv	Wnt bcat act	Arr AP2 block	cardiac RTF act	V-ATPase pHluor	OPRM1-OPRD1 ag
c1ccc(CN2CCCC3(CCCN(Cc4nc(CC5CC5)no4)C3)C2)cc1 (centres undefined)	2.3	101.0	-0.8	-0.3	-10.8	-3.3	15.3	2.0	1.6	2.1
O=C(OCC(=O)N1c2ccccc2Sc2ccccc21)c1cccnc1	3.3	100.0	-1.3	-2.7	11.0	-9.8	-6.9	-1.4	-1.4	-1.8
O=C(O)c1cccc(S(=O)(=O)N(Cc2ccccc2)c2ccccc2Cl)c1	-2.8	113.5	-3.4	-5.3	6.5	-7.2	-5.6	-3.1	-0.6	-1.5
Cc1ccc(Nc2cc(C)nc(N3CCOCC3)n2)cc1	-2.6	106.1	0.0	-15.1	0.0	5.6	-10.9	3.9	-2.9	0.0
Cn1c(N)c(C(=O)COC(=O)c2ccccc2C(=O)c2ccc(Cl)cc2)c(=O)n(C)c1=O	0.0	90.0	3.6	-0.8	-3.5	-2.0	-1.8	-0.6	0.0	0.7
COc1ccccc1NS(=O)(=O)c1ccc(C)c(C(=O)NC2CCN(Cc3ccccc3)CC2)c1	2.0	106.2	0.2	-14.3	-30.4	-6.0	31.5	2.4	1.7	5.8
COCCN(C)C(=O)CCc1nnc(Cc2ccc(-c3ccccc3)cc2)o1	-4.6	90.2	0.0	-1.7	9.9	-2.4	-0.9	-0.1	2.9	-1.9
COc1ccccc1CNS(=O)(=O)N(C)C	1.5	99.4	0.8	4.3	14.7	1.6	1.9	-1.8	-4.0	-2.9
O=C(CN1C(=O)C2CC=CCC2C1=O)Nc1nnc(SCc2c(Cl)cccc2Cl)s1 (centres undefined)	1.0	93.2	1.3	-1.4	10.0	-2.9	1.1	-1.4	5.0	-1.8
CCN(CC)C(=O)Cn1nc(-c2ccncc2)nc1SCC(=O)Nc1ccc(OC)cc1	-16.5	98.8	0.0	-4.5	-3.4	-3.5	-1.7	-4.4	-1.6	0.5
Cc1ccc(S(=O)(=O)N(CC(=O)Nc2ccccc2-c2ccccc2)c2ccc(C)cc2C)cc1	-3.3	102.8	-3.3	-0.5	10.1	.	10.9	-1.5	-1.9	-1.8
Cn1ccc(CC(=O)N2CCC(N3CCC(C(=O)N4CCCC4)CC3)CC2)c1	-12.2	98.1	0.4	-21.6	0.3	6.9	2.9	2.6	1.7	-0.1
COc1ccc(CNC(=O)C[C@H]2C(=O)N(Cc3ccc(OC)cc3)C[C@@H]2Cc2ccccc2)cc1	-2.0	97.4	-0.8	6.4	12.9	-2.3	17.7	-2.2	0.3	-2.8
Cc1ccc(NC(=O)COC(=O)CNC(=O)C2CCCCC2)cc1S(=O)(=O)N(C)C	-0.2	96.3	1.4	8.4	8.4	-0.7	-2.0	-1.1	-3.1	-1.6
CCN(Cc1ccc(OC)c(F)c1)C(=O)CCl	-8.3	101.3	0.1	-8.7	10.4	-0.3	6.9	6.4	-0.2	-1.9
Cc1cc(N2CCOCC2)ccc1/C=C1/SC(=O)NC1=O	-6.4	108.7	1.8	4.6	-14.1	24.2	6.2	-5.7	2.7	2.1
COc1ccc(NC(=O)CCC(=O)Nc2cc(OC)c(NC(=O)c3cccs3)cc2OC)cc1	-1.5	101.1	-1.9	8.6	13.5	-2.9	20.5	-9.2	-0.9	-2.5
CC1CCN(C(=O)CCc2ccc(Oc3cc([N+](=O)[O-])cc([N+](=O)[O-])c3)cc2)CC1	1.2	123.9	-0.9	1.2	-41.8	-3.5	7.9	-0.6	5.2	7.6
COc1cccc(C(=O)c2cc3cc(Cl)ccc3[nH]2)c1	-2.6	101.0	-3.9	-3.9	-17.1	13.5	-3.8	-0.5	-1.7	3.6
CC(=O)C12OC1CC1C3CCC4=CC(=O)CCC4(C)C3CCC12C (centres undefined)	0.3	101.3	-0.5	-1.7	3.0	-0.7	29.6	-4.6	3.5	-0.6
CCc1ccc2ncc(C(=O)c3ccccc3)c(N3CCOCC3)c2c1	0.2	105.1	-1.0	-4.5	5.4	.	-1.4	6.5	-1.6	-0.9
CCOC(=O)N1CCC(NC(=O)c2cc(C(=O)Nc3ccc(S(=O)(=O)N4CCOCC4)cc3)ccc2CO)CC1	-2.8	104.2	1.5	-1.5	-7.5	-1.1	11.4	-0.5	-0.6	1.5
CCCOC(=O)C1=C(C)NC2=C(C(=O)C(C(=O)OC)C(C)C2)C1c1ccc(N(CC)CC)cc1 (centres undefined)	-1.3	.	1.0	3.9	1.4	-4.4	16.6	-0.2	4.9	-0.2
COC(CNC(=O)C1CCC(CNS(=O)(=O)c2c(C)cc(C)cc2C)CC1)OC (centres undefined)	3.2	95.0	4.1	-1.3	12.4	-3.0	-1.3	5.4	-4.0	-2.5
COc1cc(/C=C/C(=O)OCC(=O)NC(=O)NC2CCCCC2C)ccc1OC(F)F (centres undefined)	-4.1	104.5	-0.6	-2.1	-10.8	-2.0	5.0	2.7	1.0	2.7

As entered above.
`COCCN(C)C(=O)CCc1nnc(Cc2ccc(-c3ccccc3)cc2)o1` @ RTF Ca sens inh: -1.7
`CCOC(=O)N1CCC(NC(=O)c2cc(C(=O)Nc3ccc(S(=O)(=O)N4CCOCC4)cc3)ccc2CO)CC1` @ LANA DNA inh: 1.5

Later entries:
SMILES	Keap1 Nrf2 FP	DSG3 Ab inh	LANA DNA inh	RTF Ca sens inh	OPRM1-OPRD1 inv	Wnt bcat act	Arr AP2 block	cardiac RTF act	V-ATPase pHluor	OPRM1-OPRD1 ag
CC(C)(C)c1ccc(-c2cc(C(=O)NNC(=O)Nc3ccccc3)c3ccccc3n2)cc1	0.9	98.8	0.2	-13.6	-16.0	0.5	8.9	-4.3	-1.3	2.8
CC(=O)Nc1ccc(S(=O)(=O)N2CCc3ccccc3C2)cc1	1.4	.	0.4	6.0	3.2	5.1	28.8	-4.5	-2.8	-0.6
COc1cccc(CNC(=O)C2CCC(CNS(=O)(=O)c3cccc4nsnc34)CC2)c1 (centres undefined)	-2.4	99.0	-0.8	-0.2	17.9	-4.4	-12.2	1.2	-0.4	-3.5
O=C(COC(=O)CNC(=O)C1CCCCC1)NCc1ccccc1	2.1	.	-2.9	-3.7	3.3	1.9	6.2	-4.1	-3.9	-0.8
Cc1nn(-c2ccccc2)c(C)c1/C=N/NC(=O)c1cc(O)cc(O)c1	-3.8	102.6	-1.5	-11.6	19.1	0.3	-6.2	-2.6	0.5	-3.7
Cc1cc(C(=O)NNS(=O)(=O)c2cc(C(=O)O)ccc2Cl)c(C)n1-c1ccccc1	-3.8	90.7	2.4	-5.0	12.2	-3.5	4.8	4.4	-1.0	-2.8
CCN(CC)c1cc(C)c2cc(NC(=O)c3ccccc3OC)ccc2n1	-3.6	101.9	1.4	1.1	-24.3	-1.2	-19.8	-3.6	2.2	4.7
O=C(Nc1ccc2c(c1)OCCO2)c1cnccn1	4.1	104.6	-1.8	7.1	-3.2	14.4	-4.7	-2.0	2.1	0.6
O=C(Cn1c(NCCCO)nc2ccccc21)c1ccc([N+](=O)[O-])cc1	-4.8	121.6	-2.5	-1.2	-15.8	-1.4	-2.1	5.0	5.7	3.2
O=C(NC1CCCc2ccccc21)C1CCN(C(=O)c2sccc2-n2cccc2)CC1 (centres undefined)	3.0	86.0	-1.8	1.3	3.1	-2.7	9.7	3.5	-8.8	-0.6
CN(C)c1ccc(/C=C(/C#N)C(=O)Nc2nc3c(s2)CCN(Cc2ccccc2)C3)cc1	-0.8	244.8	4.5	-60.8	3.6	-6.0	7.6	51.2*	5.3	-0.7
Cn1cnnc1Sc1ccc(/C=C(\CCC(=O)O)c2nc3ccccc3s2)cc1[N+](=O)[O-]	-0.8	103.4	-0.6	2.0	1.1	-0.2	-1.0	8.0	-2.4	-0.2
CC1CCC2(CC1)OCC1(CCC3(COC4(CCC(C)CC4)OC3)C1=O)CO2 (centres undefined)	-0.5	80.8	-0.8	1.8	0.4	-0.7	-17.3	3.2	0.0	-0.1
CC(C)C(=O)Nc1c(O)c2ccccc2[nH]c1=O	2.3	76.6	-1.1	1.1	14.7	-0.3	-13.2	-1.6	-0.6	-2.9
Cc1ccc(N=CC2=C(O)CC(c3ccccc3Cl)CC2=O)cc1 (centres undefined)	.	109.2	.	.	.	5.3	0.8	.	5.1	.
O=C(COc1ccc(F)cc1)Nc1c(C(=O)N2CCC(N3CCCCC3)CC2)oc2ccccc12	-3.9	.	2.3	-2.7	-12.6	-2.4	-3.2	1.7	2.5	2.4
COc1ccc(S(=O)(=O)Nc2ccc(C(N)=O)cc2)cc1C(=O)N1CCCCCC1	-4.6	99.4	-0.5	-22.0	11.1	-1.4	-3.1	-1.1	1.3	-2.1
Cc1ccccc1NC(=O)CSc1nnc2ccc(-c3ccncc3)nn12	-1.4	95.3	-1.1	-2.6	7.2	-1.6	-7.5	7.4	0.1	-1.1
O=C(O)CCCCCNC(=O)c1ccccc1Br	-4.3	84.2	-1.3	0.8	8.6	.	19.4	-7.0	5.2	-1.6
CCOCCn1c(=O)c2c(nc3n2CC(C)CN3CCc2ccccc2)n(C)c1=O (centres undefined)	1.1	100.8	0.1	-3.0	-0.4	-1.1	-6.8	-4.2	-4.7	0.1
Cc1cc(NC(=O)CSc2nc3cc(Cl)ccc3o2)no1	1.2	99.8	0.5	-5.6	-20.8	2.5	5.8	-3.2	0.8	2.5
CN1C(C(=O)NCc2ccco2)CC2Cn3c(nc4ccccc43)C21 (centres undefined)	-5.2	102.8	-1.1	-5.7	6.6	-0.2	27.4	0.0	-3.2	-1.2
C=C(C)c1ccc(C(C)(C)NC(=O)N(Cc2ccccc2)Cc2ccco2)cc1	3.3	101.9	0.4	-8.2	-4.1	.	3.8	2.2	0.2	0.8
COc1ccccc1NCC(=O)c1ccc(C)c(C)c1	-2.0	116.8	0.2	-1.5	30.6*	-0.9	1.1	1.0	1.2	-6.0
CCOc1cccc(/C(O)=C2/C(=O)C(=O)N(CCOC)C2c2ccco2)c1 (centres undefined)	-0.4	106.1	2.0	-2.9	0.2	3.7	6.1	7.2	-1.3	0.0
Oc1ccc(/C=N/Nc2nc(N3CCCCCC3)nc(N3CCCCCC3)n2)c(O)c1	-4.2	102.6	-0.3	-9.4	-15.5	0.3	-7.1	-1.2	0.5	2.1
CCCCn1c(SCC(=O)Nc2cc(C)on2)nc2ccsc2c1=O	0.7	98.9	1.5	-7.5	19.6	.	5.3	-4.0	0.7	-3.8

Three compounds from above, ordered by their value in DSG3 Ab inh, low to high.
Molecule,DSG3 Ab inh
O=C(NC1CCCc2ccccc21)C1CCN(C(=O)c2sccc2-n2cccc2)CC1 (centres undefined),86.0
COc1ccc(NC(=O)CCC(=O)Nc2cc(OC)c(NC(=O)c3cccs3)cc2OC)cc1,101.1
CC(=O)C12OC1CC1C3CCC4=CC(=O)CCC4(C)C3CCC12C (centres undefined),101.3

Screening results deposited in PubChem BioAssay by several laboratories.
